# High-throughput results deposited in PubChem BioAssay by several laboratories.
# TRPC4 block: blocks the mouse TRPC4 cation channel | B-score at 10 µM | HEK293 TRPC4beta/mu-opioid, DAMGO-evoked Fluo4 calcium flux; stronger effect = lower value | 0.39% of 300,000 active | AID 2247 | Q9QUQ5;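 active means B-score over 3 SD under the library average, no early fluorescence shift, positive overall ratio signal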
# Target sequence (Q9QUQ5 whole entry, looked up): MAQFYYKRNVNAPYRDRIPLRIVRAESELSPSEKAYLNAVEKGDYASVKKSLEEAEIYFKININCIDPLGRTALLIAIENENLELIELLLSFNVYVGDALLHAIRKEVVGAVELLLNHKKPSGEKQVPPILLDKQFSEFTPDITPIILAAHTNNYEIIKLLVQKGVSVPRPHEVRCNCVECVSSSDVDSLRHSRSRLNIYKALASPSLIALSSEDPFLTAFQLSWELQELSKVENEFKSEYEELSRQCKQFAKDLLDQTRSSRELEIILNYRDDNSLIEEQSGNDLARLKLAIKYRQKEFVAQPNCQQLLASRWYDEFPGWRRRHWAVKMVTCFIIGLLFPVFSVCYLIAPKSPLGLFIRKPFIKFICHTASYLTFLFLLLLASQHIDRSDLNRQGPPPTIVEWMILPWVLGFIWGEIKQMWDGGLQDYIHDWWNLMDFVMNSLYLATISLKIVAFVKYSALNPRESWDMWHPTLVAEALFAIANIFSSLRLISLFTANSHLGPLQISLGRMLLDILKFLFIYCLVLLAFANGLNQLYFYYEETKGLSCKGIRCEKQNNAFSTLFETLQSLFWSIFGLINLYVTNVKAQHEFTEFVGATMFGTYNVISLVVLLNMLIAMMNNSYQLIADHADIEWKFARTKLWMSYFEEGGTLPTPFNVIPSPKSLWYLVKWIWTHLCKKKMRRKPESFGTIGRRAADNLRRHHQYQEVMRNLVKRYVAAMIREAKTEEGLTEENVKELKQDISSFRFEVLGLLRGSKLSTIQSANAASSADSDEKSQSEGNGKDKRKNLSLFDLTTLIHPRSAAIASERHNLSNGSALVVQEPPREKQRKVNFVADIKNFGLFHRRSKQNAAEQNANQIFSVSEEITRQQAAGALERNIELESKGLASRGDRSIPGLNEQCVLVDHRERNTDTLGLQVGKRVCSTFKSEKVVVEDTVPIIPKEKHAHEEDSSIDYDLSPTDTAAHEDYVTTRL
#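 Signal: kinetic Fluo4 fluorescence imaging of calcium influx. Material: stable TRPC4beta/mu-opioid receptor HEK293 cells. Probe or stimulus: DAMGO in two steps, submaximal then maximal.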
# MrgX1 antagonist: blocks BAM8-22 activation of human MrgX1 receptor; Q96LB2; MRGX1-HEK293 calcium flux, Fluo-4, BAM8-22 antagonism; stronger effect = lower value; B-score at 10 µM; 1.3% of 310,000 active; AID 588676;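 active means calcium-response B-score plate-corrected more than 3 library SD below zero, starting fluorescence within 5 deviations, no agonist response on first addition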;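 further: peak minus trough fluorescence over baseline after final BAM8-22 challenge near maximal dose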
# TRPC6 act: activators of mouse TRPC6 channel | Q61143 | HEK293-TRPC6 membrane potential dye fluorescence; stronger effect = higher value | B-score at 10 µM | 0.13% of 310,000 active | AID 2550;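 active means B-score of the integrated fluorescence ratio above library mean plus 3 SD, and starting fluorescence ratio within library mean plus 5 SD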;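 further: higher score means more depolarization so channel activation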
# SKKanGAS inh: inhibitors of SKKanGAS S. pyogenes growth in kanamycin (SK-promoter or general growth effect); AID 1662; BacTiter-Glo, 6 h; 1.3% of 300,000 active; inhibition, % at 7.5 µM;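 active means mean replicate score, as percent of positive control median, at least 50; inconclusive means mean below 50 but one replicate at or above 50; inactive means mean and every replicate below 50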;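 further: strain carries kanamycin resistance gene driven by streptokinase promoter and grows in 40 µg/ml kanamycin; loss of luminescence reflects streptokinase promoter inhibition or plain growth inhibition; 0% = median of DMSO wells and 100% = positive control at its reference dose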
# KLF5 inhibitor: inhibitors of KLF5 expression; DLD-1 KLF5 promoter-luciferase reporter, luminescence; 0.23% of 290,000 active; inhibition, % at 5 µM;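 active means inhibition above a per-plate limit of that plate's mean compound inhibition plus 3 SD, cut at about 60% in these data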;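 further: 0% = DMSO wells and 100% = LY294002 at 200 µM; higher means less KLF5 promoter-driven luciferase light; inactives centre near -14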
# TRPC6 inh: mouse TRPC6 channel inhibition; B-score at 10 µM; HEK293-TRPC6, membrane potential dye, ACh-evoked depolarization; stronger effect = lower value; 1.1% of 310,000 active; AID 2553; Q61143;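 active means B-score under library mean minus 3 SD, initial fluorescence not abnormally high, positive integrated signal ratio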;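 further: B-score derived from integrated fluorescence ratio over the kinetic read; more negative B-score means stronger inhibition of depolarization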
# HIF act: HIF pathway transcriptional activation; U2OS HRE-luciferase reporter, luminescence; normalized: DMSO 0%, desferrioxamine 100%; activation, % at 7.5 µM (by protocol); 0.32% of 300,000 active;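 active means mean activation of at least 10% of the iron chelator positive control signal, with at least half of replicates also reaching 10%; inconclusive means mean and replicate majority disagree about reaching 10%; inactive means mean and most replicates under 10%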
# IEC-6 cytotox: kills IEC-6 intestinal cells in KLF5 counter-screen; IEC-6 cytotoxicity, luminescence viability; inhibition, % at 5 µM; 0.78% of 290,000 active; in the data active means inhibition above about 22%;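 further: 0% = plate median of test compound wells and 100% = cytotoxic reference compound wells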
# aSyn UTR inh: 5' untranslated region of α-synuclein, MLPCN primary screen | AID 1813 | 0.82% of 300,000 active | inhibition, % (tested at 7.5 µM) | alpha-synuclein 5'UTR reporter, inhibitor activity; in the data active means inhibition above about 60%; inconclusive means no clear call, values can overlap the other calls;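 further: H4 neuroglioblastoma cells stably carrying SNCA 5'UTR luciferase fusion; 0% = DMSO wells and 100% = positive control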
# TRPC4 PAM: TRPC4 (mouse) allosteric potentiation. B-score at 10 µM. AID 2227. Q9QUQ5. 0.42% of 310,000 active. HEK293 TRPC4beta/mu-opioid, DAMGO EC20, Fluo-4 Ca2+ flux; stronger effect = higher value;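 active means B-score of calcium response area above 5 SD of library B-scores, with initial fluorescence ratio within 5 SD of library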;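 further: B-score of integrated fluorescence ratio over time as area under calcium response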
# TRPC4 act: activators of mouse TRPC4 channel. 0.49% of 310,000 active. B-score at 10 µM. HEK293 TRPC4beta/mu-opioid, Fluo4 calcium fluorescence; stronger effect = higher value. AID 2237. Q9QUQ5;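 active means B-score above 5 SD of library B-scores, and initial fluorescence ratio not above library mean plus 5 SD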;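 further: positive B-score marks a calcium rise read as TRPC4 activation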
#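 Assay system – TRPC4beta and mu-opioid receptor HEK293 stable cells · Measured by – Fluo4 fluorescence, kinetic · Schedule – dye loading 45 min room temperature, 110 s kinetic read · Read-out – B-scored integrated calcium fluorescence ratio · Controls – buffer and maximal DAMGO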
# The depositor's hits bear a star; i = inactive; u = inconclusive; x = not tested or not shown.
SMILES,TRPC4 block,MrgX1 antagonist,TRPC6 act,SKKanGAS inh,KLF5 inhibitor,TRPC6 inh,HIF act,IEC-6 cytotox,aSyn UTR inh,TRPC4 PAM,TRPC4 act
CC1(C)CC(=O)C(N=Nc2ccc(Br)cc2)=C(O)C1,i,i,i,-14,-3,i,-0.3,2,-37,i,i
COc1ccc(CC(=O)NCC(=O)N/N=C/c2sccc2C)cc1,i,i,i,4,-39,i,0.0,-7,-5,i,i
Cc1cccc(N(Cc2cc3ccccc3[nH]c2=O)C(=O)c2cccs2)c1,i,i,i,0,-24,i,0.2,-1,-6,i,i
C=C1CCN([C@@H](CC(C)C)C(=O)NCCC(C)C)S(=O)(=O)c2ccccc21,x,i,i,6,x,i,0.0,x,-4,i,i
CN(c1ccccc1)c1nccc(=O)[nH]1,i,i,i,-1,x,i,-0.3,x,6,i,i
N#Cc1ccc(C(=O)NCC(c2ccco2)N2CCCCC2)cc1 (stereo unspecified),i,i,i,-2,-13,i,-0.6,5,-12,i,i
CCC(COC)NC(=O)CCc1nnc(Cc2c[nH]c3ccccc23)o1 (stereo unspecified),i,i,i,1,-20,i,-1.6,1,0,i,i
CCCc1ncc(C(O)(c2ccccc2)c2ccc(C)cc2)n1C (stereo unspecified),i,i,i,-10,-11,i,-0.6,2,-13,i,i
CCOC(=O)c1nc(N2CCN(C(=O)OCC)CC2)c2c3c(sc2n1)CCCC3,i,i,i,4,4,i,-0.5,8,29,i,i
O=C(O)c1ccc(S(=O)(=O)NCC2CCCO2)cc1 (stereo unspecified),i,i,i,9,-34,i,-1.1,3,1,i,i
CCCCOC(=O)CCCc1ccc([N+](=O)[O-])cc1[N+](=O)[O-],i,i,i,-11,-6,i,0.2,3,18,i,i
CC(=C/c1ccccc1)/C=N/Nc1nc(N2CCOCC2)nc(N2CCOCC2)n1,i,i,i,-9,-16,i,-0.9,3,-1,i,i
CN(CCc1ccccn1)c1ccc([N+](=O)[O-])cn1,i,i,i,4,-29,i,0.8,1,-32,i,189*
CCN(CC)C(=O)CSc1nc2c(sc(=S)n2-c2ccc(C)cc2C)c(=O)[nH]1,i,i,i,22,-11,i,0.7,10,10,i,i
O=C(CNC(=S)N(Cc1ccccc1)Cc1cccs1)NCc1ccc(F)cc1,i,x,i,6,-22,i,-0.4,-5,25,i,i
COc1ccc(/C=C/C(=O)O)cc1S(=O)(=O)N1CCc2ccccc2C1,i,i,i,13,-29,i,0.4,2,-28,i,i
COc1ccc2cc(C(N)=O)/c(=N/NC(=O)c3ccco3)oc2c1,i,i,i,0,-40,i,-1.1,5,-27,i,i
Cc1ccc(N2CCN(S(=O)(=O)c3ccc4c(c3)NC(=O)C(C)C(=O)N4)CC2C)cc1 (stereo unspecified),i,-7.6*,i,-4,-7,i,0.1,17,36,i,i
O=C(N/N=C/c1cn(CCOc2ccccc2)c2ccccc12)c1ccncc1,i,i,i,0,-36,i,1.3,-5,-4,i,i
N#Cc1cc2c(nc1SCC(=O)Nc1sc3c(c1C#N)CCC3)CCC2,i,i,i,8,-37,i,-1.4,-3,-141,i,i
CCCCc1ccc(NC(=O)NCc2cccnc2)cc1,i,i,i,-11,-40,i,0.1,1,2,i,i
COc1cc(/C=N/Nc2nc(-c3ccc(S(=O)(=O)N(C)C)cc3)cs2)ccc1O,i,i,i,18,2,i,1.6,-3,-78,i,i
COc1ccc(NC(=O)Cn2ncc(Cl)c(Cl)c2=O)cc1S(=O)(=O)N1CCOCC1,i,i,i,3,12,i,-1.8,41*,-32,i,i
CCOC(=O)CN1c2ccccc2NC(=O)CC1C (stereo unspecified),i,i,i,-1,-3,i,-0.2,2,8,i,i
N=C1/C(=C/c2ccc(OCc3ccccc3)cc2)C(=O)N=C2SC(CC(=O)N3CCOCC3)=NN12,i,i,i,8,-54,i,2.1,6,-95,i,i

# Overlap with the part before: 6 compounds, then new ones.
SMILES,TRPC4 block,MrgX1 antagonist,TRPC6 act,SKKanGAS inh,KLF5 inhibitor,TRPC6 inh,HIF act,IEC-6 cytotox,aSyn UTR inh,TRPC4 PAM,TRPC4 act
N#Cc1cc2c(nc1SCC(=O)Nc1sc3c(c1C#N)CCC3)CCC2,i,i,i,8,-37,i,-1.4,-3,-141,i,i
CCCCc1ccc(NC(=O)NCc2cccnc2)cc1,i,i,i,-11,-40,i,0.1,1,2,i,i
COc1cc(/C=N/Nc2nc(-c3ccc(S(=O)(=O)N(C)C)cc3)cs2)ccc1O,i,i,i,18,2,i,1.6,-3,-78,i,i
COc1ccc(NC(=O)Cn2ncc(Cl)c(Cl)c2=O)cc1S(=O)(=O)N1CCOCC1,i,i,i,3,12,i,-1.8,41*,-32,i,i
CCOC(=O)CN1c2ccccc2NC(=O)CC1C (stereo unspecified),i,i,i,-1,-3,i,-0.2,2,8,i,i
N=C1/C(=C/c2ccc(OCc3ccccc3)cc2)C(=O)N=C2SC(CC(=O)N3CCOCC3)=NN12,i,i,i,8,-54,i,2.1,6,-95,i,i
O=C(c1ccc(CNc2c(N3CCCC3)c(=O)c2=O)cc1)N1CCc2ccccc2C1,i,i,i,-2,-17,i,0.1,6,-12,i,i
Cc1nc(SCC(=O)NCc2ccco2)nc(C)c1C,i,i,i,0,-32,i,-0.1,0,-2,i,i
O=C(CCc1ccncc1)N1CCCC(Nc2ccc(F)cc2)C1 (stereo unspecified),i,i,i,-2,-5,i,0.5,2,-13,i,i
O=C(NCCCN=C1NS(=O)(=O)c2ccccc21)c1ccccc1Cl,i,i,i,1,-14,i,1.3,-5,7,i,i
O=C(CSc1ccc(-c2ccccn2)nn1)c1ccc(F)cc1,i,i,i,-6,-37,i,0.5,0,-47,i,i
Cc1ccccc1CCN(C(=O)Cn1nnc2ccccc21)C(C(=O)NCC1CCCO1)c1nc2ccccc2n1C (stereo unspecified),i,i,i,0,-9,i,0.0,2,0,i,i
COC(=O)C1=C(N)c2ccccc2C1(C#N)c1ccccc1 (stereo unspecified),i,i,i,1,-9,i,0.1,2,-26,i,i
Cc1[nH]n(-c2ccccc2)c(=O)c1-c1ccc(Cl)cc1,i,i,i,1,-27,i,-0.4,-9,-3,i,i
COc1ccc(N(CC(=O)N/N=C/c2ccc(-c3ccc([N+](=O)[O-])cc3)o2)S(=O)(=O)c2ccc(C)cc2)cc1,i,i,i,15,0,i,0.0,-6,30,i,i
CC1(C)CC(=O)C(C(=S)Nc2ccccc2)=C(NC2CC(C)(C)NC(C)(C)C2)C1,i,i,i,-9,-22,i,0.1,1,11,i,i
CC(=O)NCc1cc(-c2ccc(Cl)cc2)no1,i,i,i,-11,-27,i,-0.2,-10,-16,i,i
CCOC(=O)/C=C1\CN(Cc2ccc(OC)cc2)S(=O)(=O)c2ccccc21,i,i,i,26,8,i,-0.8,0,5,i,i
CC1CCC(N2CCN(c3ncccn3)CC2)CC1 (stereo unspecified),i,i,i,-17,-25,i,0.1,-2,-39,i,i
CN1CCN(Cc2cc(Cl)c3cccnc3c2OC(=O)c2cccs2)CC1,i,i,i,0,-9,i,0.9,8,-11,i,i
CCc1ccc(CN2C(=O)CCC2(C)C(=O)NC2CCCC2)cc1 (stereo unspecified),i,i,i,0,10,i,-0.2,5,-3,i,i
O=C(NC(=S)Nc1ccc2nc[nH]c2c1)c1ccccc1,i,i,i,-4,-143,i,3.1,4,-116,i,i
O=C(NNc1nc2ccccc2s1)Nc1ccc(Cl)c(Cl)c1,i,i,i,13,-9,i,0.3,8,12,i,i
CCOC(=O)c1nnn(-c2nonc2N)c1CNC(C)C,i,i,i,4,-4,i,-0.2,1,-10,i,i
COc1ccc(NC(=O)CCC(=O)OCc2ccc(Br)cc2)cc1,i,i,i,2,-8,i,-0.4,1,6,i,i
Cc1ccc(S(=O)(=O)NCC(=O)N(CC2CCCO2)C(C(=O)NC2CCCC2)C(C)C)cc1 (stereo unspecified),i,i,i,-1,-40,i,-0.2,1,4,i,i
COc1ccc([N+](=O)[O-])cc1C1NN=C(c2ccccc2O)S1 (stereo unspecified),i,i,i,-3,4,i,0.8,-6,-27,i,i
Cc1c(NC(=O)CSc2nncc3ccccc23)c(=O)n(-c2ccccc2)n1C,i,i,i,0,-5,i,-0.4,1,-6,i,i
O=C(c1ccc(C(F)(F)F)cc1)C1CCCN(Cc2cccn2-c2ncccn2)C1 (stereo unspecified),i,i,i,2,-11,i,-0.1,-9,-27,i,i
CCOc1cc(NC(=O)C2CC2)c(OCC)cc1NC(=O)c1cc(OC)c(OC)c(OC)c1,i,i,i,1,3,i,-0.7,5,-9,i,i
O=C1CCCc2oc3ccc(O)cc3c21,x,i,i,-8,-2,i,0.6,12,-19,i,i
SMILES,TRPC4 block,MrgX1 antagonist,TRPC6 act,SKKanGAS inh,KLF5 inhibitor,TRPC6 inh,HIF act,IEC-6 cytotox,aSyn UTR inh,TRPC4 PAM,TRPC4 act
O/N=C1\CC/C(=N\O)c2nn(-c3ccccc3Cl)nc21,i,i,i,0,-20,i,x,0,10,i,i
CCCCCCC(=O)Oc1cccc(N2C(=O)C3CCCCC3C2=O)c1 (stereo unspecified),i,i,i,-5,-11,i,-0.1,0,12,i,i
O=C(Cc1ccccc1)Nc1ccc(NC(=O)c2cccs2)c(Cl)c1,i,i,i,2,12,i,0.5,1,-11,i,i
CCCCn1c(=O)[nH]c(=O)c2c(C(=O)OCC)cc(-c3cccs3)nc21,i,i,i,42,-34,i,u,-3,12,i,i
CCOc1cccc(-c2nnc(SCC(=O)Nc3cc(OC)cc(OC)c3)n2N)c1,i,i,i,-5,-2,i,-1.0,3,8,i,i
Cc1ccc(C(=O)C[n+]2ccccc2C)cc1[N+](=O)[O-],i,i,i,-12,-34,i,-1.6,12,-4,i,i
COc1ccccc1C(=O)N1CCN(C(=O)Cc2ccccc2)CC1,i,i,i,0,-3,i,-0.1,10,16,i,i
CN(C)C(=O)C1CC(=O)OC12CCCCC2 (stereo unspecified),i,i,i,20,-10,i,0.0,-3,-12,i,i
N#C/C(=C/c1ccc(C(=O)O)cc1)C(=O)Nc1ccccc1,i,i,i,-16,2,i,-0.1,2,-3,i,i
COc1cc(CN2CC(=O)N(c3ccccc3Cl)C2=S)cc(OC)c1OC,i,i,i,0,-12,i,1.0,0,20,i,i
